Chronic BCR inh: inhibitors of chronic active B-cell receptor signaling; Potency, µM (doses to about 46.1 µM), for inactives: top-dose ratio change, negative = lower green/red ratio, most hits filed as inhibitors; ABC-DLBCL IkBa-CBG/CBR reporter, luminescence ratio, 4 h; hit rate 0.05% among 340,000; active = well fitted inhibition curve with a large enough effect in the signal ratio, with a control signal flat, not every such curve was filed as active; inconclusive = small, poorly fitted or top-dose-only effect, or effect the other way, or a change in a side signal; the % refers to the signal ratio;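 also: potency is read from the fitted curve at half-maximal effect; plate controls were basal doxycycline-induced cells for no effect and cells given 10 µM MG132 for full effect; MG132 reads +100%, hits lower the ratio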
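TMD8 human ABC-DLBCL cells with doxycycline-inducible IκBα–green luciferase fusion and unfused red luciferase, in 0.5% FBS medium; compounds up to 46 uM, 4 h at 37C. Green/red luminescence ratio, filter-overlap corrected, fitted to concentration-response curves.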
GALK inhibitor: galactokinase (human) inhibition | Purified GALK, Kinase-Glo residual ATP luminescence | Potency, µM (series often up to 57.5 µM), for inactives: at the highest dose activity change, negative = inhibition, most hits filed as inhibitors | hit rate 0.007% among 270,000 | AID 1868; also: potency is read from the fitted curve at half-maximal effect; % is scaled to controls: 0 for no effect and ±100 for the full control effect
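Kinase-Glo Plus luminescence measured ATP left after a 1 h room-temperature reaction. The reaction used 5 nM GALK, 100 uM galactose and 35 uM ATP at pH 8.0 (20 mM HEPES, 5 mM MgCl2, 60 mM NaCl, 1 mM DTT, 0.01% BSA).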
MLL CXXC-DNA inh: MLL CXXC-DNA interaction inhibition; MLL-CXXC / FITC-HOXA9 DNA fluorescence polarization; Q03164; hit rate 0.037% among 290,000; AID 2662; Potency, µM (top dose mostly 115 µM), for the others: top-dose activity change, negative = inhibition, hits mostly inhibitors; active = well fitted inhibition curve with a large enough effect in the polarisation, with a control signal flat, not every such curve was filed as active; inconclusive = small, poorly fitted or top-dose-only effect, or effect the other way, or a change in a side signal; inactive = no such curve, though single readings can be large or run the other way; the % refers to the polarisation; also: potency is read from the fitted curve at half-maximal effect
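Steps: dispense CXXC domain solution (7 uM) → pin compounds or unlabeled HOX-A9 DNA control → 5 min ambient → add FLSN-HOX-A9 solution (50 nM) → spin → 30 min ambient → fluorescence polarization. Tris pH 7.5/NaCl/DTT/BSA buffer.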
Giardia killer: Giardia lamblia killing | Giardia lamblia trophozoite viability | activity change, % at 7.66 µM, hits read low | hit rate 0.15% among 340,000 | AID 540267; in the data active = activity change below about -80%; inconclusive = between about -30% and that limit;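 also: parasites exposed to compound for two days anaerobically before the ATP read; % is scaled to controls: 0 for no effect and ±100 for the full control effect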
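Each well holds 100 Giardia trophozoites and compound. After two days (48 hrs) at 37 deg C in anaerobic conditions, ATP is quantified by luminescence.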
TCR activator: T cell receptor activation | primary human leukocytes, anti-CD3, IL-2 HTRF, 48 h | Potency, µM (highest dose often 9.22 µM), for inactives: at the highest dose activation of IL-2 secretion, hits mostly activators | 330,000 tested, under 10 active; also: % of control where 0% means no effect
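Primary human leukocytes were stimulated with a-CD3 beads plus compounds for 48 hr without co-stimulation; secreted IL-2 was quantified by HTRF using a-IL-2-K (europium cryptate) and a-IL-2-d2, excited at 320nm with acceptor emission read at 665nm.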
AT treatment: potential ataxia-telangiectasia treatments restoring KAP-1 phosphorylation. […] A-T fibroblasts, KAP-1 phosphorylation AlphaLISA; neocarzinostatin DNA damage 30 min before lysis. Potency, µM (highest dose often 57.5 µM), for the others: at the top dose activation, actives largely listed as activators. hit rate 0.19% among 320,000; also: potency is read from the fitted curve at half-maximal effect; % of control where 0% means no effect; nearly all actives have a fitted effect of over 45% in size
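hTERT-immortalized A-T patient fibroblasts ([…]), 500 cells/well in OPTI-MEM, 1% FBS, got compounds for 60 min, then NCS for 30 min at 37C. Lysates were then assayed for phospho-KAP-1 by AlphaLISA (anti-pKAP1 donor, anti-KAP1 acceptor beads), 6 hr at 25C.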
Coupling enz: coupling enzyme interference in Giardia aldolase counter-screen | coupling enzyme system counterscreen, AmpLite Red fluorescence | activity change, negative = inhibition, % at 58.2 µM, hits read low | hit rate 0.67% among 290,000; in the data active = activity change below about -30%; also: % is scaled to controls: 0 for no effect and ±100 for the full control effect
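Compounds tested against the coupling enzymes alone at 57.5 uM final; readout was AmpLite Red fluorescence (525/598 nm) after 20 min at RT.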
Tb PFK block: inhibitors of T. brucei phosphofructokinase; T. brucei PFK, ADP-Glo luminescence; hit rate 0.17% among 330,000; Potency, µM (top dose mostly 57.5 µM), for the others: at the highest dose activity, negative = inhibition, hits mostly inhibitors; O15648;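 also: potency is read from the fitted curve at half-maximal effect; 0% = uninhibited 1x PFK enzyme wells and -100% = no-enzyme wells; nearly all actives have a fitted effect of over 60% in size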
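In TEA buffer at pH 8.0 with 5 mM MgCl2, enzyme (1.25 nM) converted F6P (0.5 mM) and ATP (0.1 mM) for 45 min at room temperature. ADP product was read by luciferase luminescence.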
hERG WT inh: KCNH2 (human, wildtype) channel inhibition. Q12809. hit rate 0.37% among 340,000. AID 720551. activity change, % at 1.84 µM. U2OS, BacMam KCNH2, thallium flux FluxOr; hits give low values;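 active = maximum activity change below -70%; inconclusive = maximum activity change between -70% and -50%; inactive = maximum activity change above -50%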; also: % is scaled to controls: 0 for no effect and ±100 for the full control effect
Target sequence (Q12809 whole entry, looked up): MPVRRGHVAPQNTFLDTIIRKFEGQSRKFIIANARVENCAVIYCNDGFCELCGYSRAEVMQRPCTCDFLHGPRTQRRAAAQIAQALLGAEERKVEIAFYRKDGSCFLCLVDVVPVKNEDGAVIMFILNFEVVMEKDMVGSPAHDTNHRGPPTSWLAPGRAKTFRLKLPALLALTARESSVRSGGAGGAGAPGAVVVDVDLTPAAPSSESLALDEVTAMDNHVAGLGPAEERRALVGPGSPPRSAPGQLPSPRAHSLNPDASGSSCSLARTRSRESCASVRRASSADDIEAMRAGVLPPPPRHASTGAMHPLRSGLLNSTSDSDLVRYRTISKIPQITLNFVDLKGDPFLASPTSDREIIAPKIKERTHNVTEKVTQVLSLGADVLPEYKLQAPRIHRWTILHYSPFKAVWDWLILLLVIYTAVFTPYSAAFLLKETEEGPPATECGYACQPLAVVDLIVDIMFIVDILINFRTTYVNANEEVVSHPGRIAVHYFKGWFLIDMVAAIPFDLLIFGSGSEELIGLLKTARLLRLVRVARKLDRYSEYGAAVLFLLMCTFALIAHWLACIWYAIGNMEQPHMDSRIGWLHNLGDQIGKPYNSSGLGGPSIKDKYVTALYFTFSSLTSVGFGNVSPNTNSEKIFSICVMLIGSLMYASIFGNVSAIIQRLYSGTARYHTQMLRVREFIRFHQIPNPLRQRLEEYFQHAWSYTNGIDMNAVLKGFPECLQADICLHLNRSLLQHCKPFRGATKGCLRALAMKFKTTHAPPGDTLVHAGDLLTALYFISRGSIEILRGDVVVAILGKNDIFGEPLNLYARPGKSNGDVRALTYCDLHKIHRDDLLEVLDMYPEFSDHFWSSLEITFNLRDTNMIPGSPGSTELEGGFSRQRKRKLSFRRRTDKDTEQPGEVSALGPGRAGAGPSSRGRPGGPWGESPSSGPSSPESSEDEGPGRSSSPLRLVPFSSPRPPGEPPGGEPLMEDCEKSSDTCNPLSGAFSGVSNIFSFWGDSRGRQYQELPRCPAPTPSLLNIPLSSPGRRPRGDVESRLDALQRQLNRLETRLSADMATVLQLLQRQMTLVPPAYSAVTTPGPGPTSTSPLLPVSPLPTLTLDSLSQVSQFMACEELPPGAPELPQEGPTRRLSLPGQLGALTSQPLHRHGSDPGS
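U2OS cells were transduced with wild-type KCNH2 virus (2.03 x 10^8 / mL) for 4 h at room temperature, then cultured overnight at 37 C. Thallium flux was read with FluxOr dye. Rate constants were normalized to DMSO controls.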
TSHR antag: human thyrotropin receptor antagonism; P16473; TSHR-expressing cells, TSH-stimulated cAMP HTRF, 2 h; hits give low values; activity change, negative = inhibition, % at 11.5 µM; hit rate 0.2% among 330,000; AID 504810;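 active = activity change below a set negative limit, meaning inhibition stronger than a set level, cut at about -70% in these data; inconclusive = activity change between two set negative limits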; also: % is scaled to controls: 0 for no effect and ±100 for the full control effect
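Read-out is FRET at 665 nm (cryptate excitation 337 nm) from a cryptate-tagged anti-cAMP antibody, competed by cell cAMP against cAMP-d2. Compounds are tested on freshly harvested TSHR cells challenged with 4nM TSH (EC80) for 2 hours at 37 deg C.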
* marks the source's active call; other numbers are inactive results; ? = inconclusive; . = no result given; [ ] = dose if it differs, or a comment. Unless noted, calls follow the shape of the dose curve; as a rule, active = well fitted curve in the direction sought with a large enough effect; inconclusive = small, poorly fitted or top-dose-only effect, or another doubt; inactive = no such curve, though single readings can be large; an effect the other way counts as inactive or inconclusive.

No.	mol	AT treatment	TSHR antag	MLL CXXC-DNA inh	Coupling enz	GALK inhibitor	Tb PFK block	hERG WT inh	Giardia killer	Chronic BCR inh	TCR activator
1	O=C(Nc1ccc(Oc2ccccc2)cc1)C1CCCN(c2ncccn2)C1 (stereo not drawn)	4%	4	-8%	0	2%	1%	1	3	-1%	-1%
2	O=C1CS/C(=C\[N+](=O)[O-])N1c1ccc(OC(F)(F)F)cc1	18%	-7	0%	-1	-1%	2%	-11	-18	?	4%
3	CCN(CC)S(=O)(=O)c1cc(NC(=O)C2CCN(c3ncnc4sc(C)c(C)c34)CC2)ccc1Cl	2%	?	.	.	.	4%	1	6	0%	3%
4	COc1ccc(CSc2nnc3n(C)c(=O)c4c5c(sc4n23)CCCC5)cc1	4%	11	3%	2	0%	1%	.	.	-1%	.
5	O=C(/C=C/c1ccc(F)cc1)Nc1cccc(S(=O)(=O)Nc2cccc(C(F)(F)F)c2)c1	-6%	-16	15%	1	0%	4%	-9	-3	?	-1%
6	O=C(NC(Cc1ccccc1)C(=O)O)OCC1c2ccccc2-c2ccccc21 (stereo not drawn)	0%	2	14%	19	.	-2%	7	2	0%	-7%
7	COc1ccc(C(C(=O)NC2CCCCC2)N(CC2CCCO2)C(=O)C2COc3ccccc3O2)cc1OC (stereo not drawn)	.	-1	8%	-2	-3%	0%	1	5	4%	1%[46.1 µM]
8	O=C(N/N=C/c1ccc(-c2ccc(S(=O)(=O)Nc3ncccn3)cc2)o1)c1cc2ccccc2cc1O	-3%	8	?	7	-14%	-7%	4	1	?	-5%
9	O=C(COc1ccc2c(-c3ccccc3)cc(=O)oc2c1)N[C@@H](Cc1c[nH]c2ccc(O)cc12)C(=O)O	5%	-6	1%	17	.	-1%	-3	-11	0%	-2%
10	COc1ccc(O)c(-c2[nH]ncc2C(=O)c2cccc(C)c2)c1	7%	-5	?	-17	8%	0%	26	8	0%	4%
11	O=[N+]([O-])c1cccc(-c2ccc3nnc(SCc4ccccn4)n3n2)c1	-3%	3	0%	0	7%	-2%	-10	7	-7%	-2%
12	Cc1cc(NC(=O)c2ccc(Cl)c(S(=O)(=O)N3CCCCC3)c2)no1	1%	-13	-7%	.	2%	0%	5	18	-2%	-3%
13	OCC(O)/C=N/Nc1nc(Nc2ccccc2)nc(Nc2ccccc2)n1 (stereo not drawn)	-9%	-6	-3%	-1	-4%	-4%	9	6	5%	-4%
14	Cc1cc(C(=O)N2CCCC(N3CCN(c4ccc(F)cc4)CC3)C2)no1 (stereo not drawn)	19%	-7	-11%	.	-1%	-2%	-4	5	-7%	4%
15	O=C(NC12CC3CC(CC(C3)C1)C2)c1ccco1	-14%	-11	10%	-2	-2%	3%	1	-3	0%	.
16	O=C(Nc1ccccc1)C1=C[C@@H](c2ccc(Br)cc2)C[C@@H](OCc2ccc(CO)cc2)O1	-2%	-6	-9%	-5	-2%	0%	.	19	?	3%
17	Cc1ccc(C(=O)Nc2nc3c(s2)CCCC3)o1	-1%	-4	1%	-4	2%	-7%	-5	?	?	-7%
18	CC1C/C(=N\NC(=O)c2ccc([N+](=O)[O-])cc2)CC(C)(C)C1 (stereo not drawn)	-10%	-10	1%	-4	-2%	-2%	-3	3	?	3%
19	COC(=O)[C@@H](Cc1c[nH]c2ccccc12)NC(=O)CCC(=O)c1ccc(F)cc1	-6%	-3	0%	-2	.	-7%	20	6	3%	5%
20	N#Cc1c(Cl)nsc1NCCN1CCOCC1	6%	-2	0%	4	1%	2%	2	7	0%	-2%
21	CCOC(=O)c1cnc2ccc(OCC)cc2c1N1CCN(c2ccccc2)CC1	-3%	-11	2%	-4	0%	-2%	2	-24	?	.
22	O=C(NC1CCCc2ccccc21)N[C@@H](Cc1ccccc1)C(=O)O (stereo partly drawn)	2%	0	6%	2	0%	1%	-29	-5	1%	4%
23	Cc1nn(-c2ccccc2)c(C)c1C(=O)OC(C)C(=O)NC1CCCCC1C (stereo not drawn)	8%	-21	.	.	.	-6%	-24	-19	0%	.
24	N#Cc1c(-c2cccnc2)c2c([nH]c1=O)-c1ccccc1OC2	?	-14	-16%	12	5%	-5%	-1	-13	9%	-5%
25	COc1ccc(C(C)(C)NC(=O)C2CCC(=O)N(C3CCCC3)C2)cc1OC (stereo not drawn)	2%	-6	0%	.	-8%	1%	0	-2	-1%	-2%
26	O=C(CSc1nnc2c3ccccc3c3ccccc3c2n1)Nc1ccccc1	9%	-5	5%	-44*	.	-4%	.	.	?	.
27	COc1ccc(/C=N\NC(=O)c2ccc(=O)[nH]n2)cc1O	6%	-12	10%	-1	0%	0%	3	-7	?	1%[46.1 µM]
28	CCN1CC(CN(C)Cc2nc(-c3ccc(C(F)(F)F)cc3)oc2C)CC1=O (stereo not drawn)	9%	10	-4%	-5	2%	-1%	7	11	-15%	-4%
29	CC(=O)c1ccc(OCCCC(=O)NNC(=O)c2ccccn2)cc1	-1%	17	.	.	.	-1%	-9	10	?	0%
30	COc1ccc(NC(=O)c2ccc(OC)cc2)cc1	4%	-6	-4%	-2	4%	-1%	2	?	?	-2%
31	COc1ccc(CNC(C)C23CC4CC(CC(C4)C2)C3)c(OC)c1OC (stereo not drawn)	-7%	0	21%	-1	2%	-5%	4	-15	?	10%
32	CC1(C)OC(=O)C(=NNc2ccccc2[N+](=O)[O-])C(=O)O1	-23%	1	-1%	0	0%	3%	-2	-8	?	3%
33	CN(C[C@H](Cc1ccccc1)N(C[C@H](Cc1ccccc1)N(CCc1cc(C(F)(F)F)cc(C(F)(F)F)c1)N=O)N=O)N=O	-3%	-1	-3%	-10	7%	-2%	-15	12	10%	9%
34	Cc1ccc(NCc2nnc(SCC(=O)Nc3ccccc3)n2CC2CCCO2)c(C)c1 (stereo not drawn)	0%	16	9%	2	-2%	15%	-3	-10	1%	-2%
35	Cn1c(CNC(=O)c2ccco2)nnc1SCC(=O)c1ccc(Br)cc1	-13%	0	14%	1	-1%	1%	14	-4	?	0%
36	Cc1cc(C)c(OCC(O)CN2CCN(C(=O)c3ccccc3)CC2)c(C)c1 (stereo not drawn)	-4%	-5	-12%	0	-2%	-8%	16	?	-1%	.
37	O=S(=O)(NC1CC1)c1ccc(S(=O)(=O)N(Cc2ccccn2)C2CCCC2)cc1	-3%	5	-5%	-2	-1%	-2%	27	1	10%	2%
38	CN(C)S(=O)(=O)c1cc(NC(=O)COC(=O)CCSc2ccc(Cl)cc2)ccc1Cl	-5%	-10	6%	-2	4%	-5%	14	-4	6%	-6%[46.1 µM]
39	Cc1ccsc1C(=O)OCc1nnc(-c2ccccc2)o1	1%	-7	.	.	.	3%	-1	-18	.	-5%
40	COc1ccc(-n2nc([N+](=O)[O-])c(=NCCCN3CCCC3=O)n2O)cc1	-5%	4	8%	-2	2%	0%	-2	-85*	?	-8%

A draw from above in order of formula weight, highest first.
No.	mol	AT treatment	TSHR antag	MLL CXXC-DNA inh	Coupling enz	GALK inhibitor	Tb PFK block	hERG WT inh	Giardia killer	Chronic BCR inh	TCR activator
34	Cc1ccc(NCc2nnc(SCC(=O)Nc3ccccc3)n2CC2CCCO2)c(C)c1 (stereo not drawn)	0%	16	9%	2	-2%	15%	-3	-10	1%	-2%
35	Cn1c(CNC(=O)c2ccco2)nnc1SCC(=O)c1ccc(Br)cc1	-13%	0	14%	1	-1%	1%	14	-4	?	0%
21	CCOC(=O)c1cnc2ccc(OCC)cc2c1N1CCN(c2ccccc2)CC1	-3%	-11	2%	-4	0%	-2%	2	-24	?	.
36	Cc1cc(C)c(OCC(O)CN2CCN(C(=O)c3ccccc3)CC2)c(C)c1 (stereo not drawn)	-4%	-5	-12%	0	-2%	-8%	16	?	-1%	.
27	COc1ccc(/C=N\NC(=O)c2ccc(=O)[nH]n2)cc1O	6%	-12	10%	-1	0%	0%	3	-7	?	1%[46.1 µM]

Record cards, as listed above.
Record of COc1ccc(C(C)(C)NC(=O)C2CCC(=O)N(C3CCCC3)C2)cc1OC (stereo not drawn) → AT treatment = 2%; TSHR antag = -6; MLL CXXC-DNA inh = 0%; Coupling enz = .; GALK inhibitor = -8%; Tb PFK block = 1%; hERG WT inh = 0; Giardia killer = -2; Chronic BCR inh = -1%; TCR activator = -2%
Record of O=C(CSc1nnc2c3ccccc3c3ccccc3c2n1)Nc1ccccc1 → AT treatment = 9%; TSHR antag = -5; MLL CXXC-DNA inh = 5%; Coupling enz = -44*; GALK inhibitor = .; Tb PFK block = -4%; hERG WT inh = .; Giardia killer = .; Chronic BCR inh = ?; TCR activator = .

Assay outcomes deposited in PubChem BioAssay by National Center for Advancing Translational Sciences (NCATS).
